High-throughput results deposited in PubChem by Sanford-Burnham Center for Chemical Genomics.
mouse EphA4 binding = EphA4 ligand-binding antagonists – biochemical, colorimetric, mouse EphA4, primary screen (AID 689). EphA4-AP binding to KYL peptide, pNPP A405; higher % means a stronger effect. inhibition, % at 10 µM, or IC50 in µM where a hit was titrated. actives 0.1% (n = 62,000); in the data active = a potency from the dose series; inactive = the rest, 99 in 100 with inhibition below about 22%
The depositor's hits bear a star. An excerpt. The share of hits here may be higher or lower than overall.

SMILES	mouse EphA4 binding
Cc1cc(-c2ccccc2N)n[nH]1	-12.6%
O=C(Nc1ccccc1C(=O)N1CCCC1)c1ccccc1	2.4%
CN(C)C(=O)CNC(=O)C1CCCCC1	-2.0%
CC(=O)Nc1sc2c(c1C(N)=O)CCCC2	-12.4%
CC(C)(C)NC(=O)CN(Cc1cccs1)C(=O)CCC(=O)Nc1nccs1	2.1%
O=C1/C(=C/c2cccc([N+](=O)[O-])c2)SC(=S)N1c1ccc(O)cc1	-0.9%
c1ccc2c(c1)nc1sccn12	-13.0%
N#Cc1cccc(CSc2nnc(CCCO)n2-c2ccccc2)c1	-5.8%
CCOC(=O)C1CCN(C(=O)COC(=O)COc2ccccc2OC)CC1	1.3%
CCC(=O)Nc1c(C)ccc2nsnc12	-5.3%
N#CC1=C(N)Oc2n[nH]c(-c3ccccc3)c2C1c1cccc(OC(=O)N2CCOCC2)c1 (stereo not drawn)	-1.6%
O=C(CCn1nnc2ccccc21)Nc1nnc(COc2ccc(F)cc2)s1	-13.0%

Brought forward from above: 6 compounds, followed by the next part.
SMILES	mouse EphA4 binding
c1ccc2c(c1)nc1sccn12	-13.0%
N#Cc1cccc(CSc2nnc(CCCO)n2-c2ccccc2)c1	-5.8%
CCOC(=O)C1CCN(C(=O)COC(=O)COc2ccccc2OC)CC1	1.3%
CCC(=O)Nc1c(C)ccc2nsnc12	-5.3%
N#CC1=C(N)Oc2n[nH]c(-c3ccccc3)c2C1c1cccc(OC(=O)N2CCOCC2)c1 (stereo not drawn)	-1.6%
O=C(CCn1nnc2ccccc21)Nc1nnc(COc2ccc(F)cc2)s1	-13.0%
C#CCNc1nc(CC)nc2c1nnn2Cc1ccccc1F	6.3%
CC1Cc2ccccc2N1S(=O)(=O)c1cccc(C(=O)NC2CC2)c1 (stereo not drawn)	-23.7%
Clc1ccccc1CSc1nnc(-c2ccco2)c(-c2ccco2)n1	2.46µM*
COc1ccc(CSc2nnnn2C)cc1[N+](=O)[O-]	-6.6%
Nc1c(C(=O)Nc2ccccc2)sc2nc(-c3ccco3)ccc12	0.4%
O=C(NC(=S)Nc1ccc(N2CCCCC2)c(Cl)c1)c1ccc2c(c1)OCCO2	-5.0%
O=C1C2C3C=CC(C2C(=O)N1CCCO)C1C2C(=O)N(CCCO)C(=O)C2C31 (stereo not drawn)	-5.4%
CC(=O)c1cccc(NS(=O)(=O)c2ccc(N/C=C\C(=O)c3ccc(F)cc3)cc2)c1	-6.7%
COc1cc2c(cc1OC)CN(C(=O)CC1CC3CCC1C3)CC2 (stereo not drawn)	-6.8%
Nc1nc(Cl)cc(N2CCOCC2)n1	-6.4%
COc1ccc(C(=O)OCC(=O)Nc2cc(C)on2)cc1S(=O)(=O)N1CCOCC1	-10.7%
C=CCSc1nnc(-c2cc3c(C(F)(F)F)nn(C)c3s2)n1C	-14.3%
COc1ccc(Oc2nc(C)cc(C)c2S(=O)(=O)c2ccc(C)cc2)cc1	-11.6%
O=S(=O)(c1ccc(Oc2ccc3oc4ccccc4c3c2)nc1)N1CCCC1	4.7%
Cc1nnc(NC(=O)CCC(=O)NCc2ccco2)s1	8.5%
Cc1cc2c(c(=O)o1)C(C(C)C)C(C#N)=C(N)O2 (stereo not drawn)	-11.9%
Cn1c(SCC(=O)NC2CC2)nnc1-c1ccco1	-15.8%
O=C(CN(c1ccccc1)S(=O)(=O)c1ccccc1)NCc1ccncc1	11.5%
Cc1noc(C)c1S(=O)(=O)N1CCCC(C(=O)NCCc2ccccc2)C1 (stereo not drawn)	0.2%
CCCCOC(=O)CCc1c(C)[nH]c(=S)[nH]c1=O	-8.9%
CCOc1ccc(C2=Nc3ccccc3C(c3ccc(N4CCOCC4)cc3)=NN2)cc1	-1.2%
Cc1ccc(S(=O)(=O)NC(=O)N2CCC(C)CC2)cc1	-1.3%
CCOC(=O)C(CCC#N)(CCC#N)C(=O)OCC	-22.8%
CCNc1nc(NCC)nc(OCCOC(=O)c2ccccc2)n1	2.2%
CCOC(=O)CSc1nc2c(c(=O)[nH]c(=O)n2C)n1C/C=C(/C)Cl	-37.6%
CCc1cc2c(=O)c(-c3nc4ccccc4[nH]3)coc2cc1OC(=O)N1CCOCC1	-3.8%
O=C(NCc1ccco1)c1ccc(OCC2CCCO2)cc1 (stereo not drawn)	-1.6%
Cc1ccc2nc(SCc3nnc(-c4ccccc4[N+](=O)[O-])o3)c(C#N)cc2c1	-4.4%
CN(C)c1ccc(C(=O)N2CCN(c3ccc(F)cc3)CC2)cc1	1.0%
CCCn1c(=S)[nH]c2cc(C(=O)N3CCCC(C(=O)OCC)C3)ccc2c1=O (stereo not drawn)	-10.4%
CCC1CCCCN1c1nc(-c2ccncc2)nc2ccccc12 (stereo not drawn)	0.6%
CC(C)(C)c1ccc(S(=O)(=O)N2CC(=O)Nc3ccccc32)cc1	-7.4%
COc1cccc(-c2nnn(CC(=O)Nc3ccc(C)cc3C)n2)c1OC	-12.9%
COc1ccc(NC(=O)[C@@H]2[C@@H]3C(=O)N(C4CCCCC4)C(=O)[C@@H]3C3c4ccccc4C=CN32)cc1 (stereo partly drawn)	12.8%
O=C(NCc1ccco1)C1CCN(S(=O)(=O)c2cccc3cccnc23)CC1	-1.1%
O=C(Oc1ccc(/C=N/Nc2ccccc2)cc1)c1ccccc1	-3.8%
Cc1ccc2nc(C3CCN(C(=O)c4ccco4)CC3)[nH]c2c1	-13.8%
COc1cc(/C=C2/SC(=S)N(CCC(=O)Nc3ccccc3C(F)(F)F)C2=O)cc(OC)c1OC	6.3%
Cc1nn2cc(-c3ccc(N)cc3)nc2s1	2.8%
O=C(c1cccs1)N1CCN(C(=O)C(c2ccccc2)c2ccccc2)CC1	-19.5%
Cc1ccc(S(=O)(=O)N2CCC(C(=O)NCCCOC(C)C)CC2)cc1	-1.4%
COc1ccc(CN2CC(C(=O)N3CCOCC3)CC2=O)cc1 (stereo not drawn)	-1.7%
CCCCNS(=O)(=O)c1cccc(S(=O)(=O)N2CCCC2)c1	-22.2%
Cc1onc(-c2ccccc2)c1C(=O)Nc1ccc(S(=O)(=O)NC2=NCCCCC2)cc1	8.6%
O=C1NC2(CCCCC2)N=C1c1ccccc1	-8.9%
O=C1NCCCC1C(=O)Nc1ccccc1C(F)(F)F (stereo not drawn)	-5.7%
COc1cccc(C2/C(=C(\O)c3c(C)nc4c(C)cccn34)C(=O)C(=O)N2CCCN(C)C)c1OC (stereo not drawn)	-19.2%
O=S(=O)(NCc1ccccc1)c1ccc(Cl)cc1	0.4%
CCn1nc(C)c(/C=N/NC(=O)c2ccoc2C)c1C	4.7%
O=C1CC(N2CCN(c3cccc(C(F)(F)F)c3)CC2)C(=O)N1c1ccc(F)cc1 (stereo not drawn)	-10.4%
CN1CCNC(=O)C1CC(=O)O (stereo not drawn)	-4.0%
C/C(Cn1nnc([N+](=O)[O-])n1)=N\NC(=O)c1ccccc1	-6.7%
c1ccc2cc(OCCN3CCCC3)ccc2c1	1.4%
O=C(NCc1ccc(F)cc1)C1CCCN(S(=O)(=O)c2cccnc2)C1 (stereo not drawn)	19.5%
CCOC(=O)CN1N=C(/C=C/c2ccc(OC)cc2)CCC1=O	7.5%
COc1cccc(C(=O)OCc2ccccc2C#N)c1O	-7.8%
CCOc1ccc2nnnn2n1	-6.4%
CCCOc1ccc(C2C(=O)N(C3CCCCC3)CC(=O)N2C2CC2)cc1OC (stereo not drawn)	-21.5%
O=C1c2ccccc2C(=O)N1CCCc1nc2ccccc2c(=O)n1CCCn1ccnc1	-3.5%
COC(=O)C(C)Sc1ccc2nnc(-c3ccc(F)cc3)n2n1 (stereo not drawn)	16.3%

The list continues.
SMILES	mouse EphA4 binding
CCOC(=O)c1c(NC(=O)Cc2cccs2)sc(C(=O)NC2CCCCC2)c1C	-5.5%
Cc1cccc(N(C(=O)C(F)(F)F)C(C(=O)NC2CCCCC2)c2cccs2)c1 (stereo not drawn)	7.9%
O=C1/C(=C/c2c[nH]c3ccccc23)CCC/C1=C\c1c[nH]c2ccccc12	9.3%
Cc1cc(C)n(C(=O)CNC(=O)c2ccccc2Cl)n1	4.0%
CCCc1cc(C(=O)O)c2ccccc2n1	-3.8%
Nn1cc(-c2ccccc2)nc1SCC(=O)NC1CCS(=O)(=O)C1 (stereo not drawn)	-1.8%
O=C(Oc1ccc(Br)cc1)c1cncc(Br)c1	-9.9%
COc1ccc2nc(NC(=O)c3cccc(OCc4c(C)noc4C)c3)sc2c1	2.9%
CCOc1ccc(OCCOCCN2CCOCC2)cc1	-5.4%
O=c1cc(CN2CCN(c3ccc(F)cc3)CC2)c2cc3c(cc2o1)CCCC3	5.2%
O=C(CCN1C(=O)/C(=C/c2cccc(Br)c2)SC1=S)NNC(=O)c1cccnc1	4.9%
C=C(C)C1CC=C(CN2CCC(O)CC2)CC1 (stereo not drawn)	-9.4%
COc1cc2c(cc1NC(=O)c1cccnc1)CCCC2	-4.0%
Cc1nonc1NC(=O)OC1CCCCC1	-8.5%
O=C(CC1OC(=O)c2ccccc21)c1ccco1 (stereo not drawn)	1.0%
COc1ccc(-n2c(CNC(=O)c3cc(OC)c(OC)c(OC)c3)n[nH]c2=S)cc1	-4.3%
CCCCSc1nc2c(cnn2-c2ccc(C)c(C)c2)c(=O)[nH]1	2.2%
CS(=O)(=O)N(CC(=O)N1CCN(Cc2ccc3c(c2)OCO3)CC1)Cc1ccc(Cl)cc1	-1.9%
CN(C)CCN(Cc1ccccc1)c1nccc(N(C)C)c1C#N	-17.3%
Cc1ccc(-c2nn(-c3ccccc3)cc2/C=N/NC(=O)c2ccc3c(c2)OCO3)cc1	-1.8%
COCCNC(=O)C(=O)Nc1ccc(C)cc1	0.5%
CCCCOC(=O)C1Cc2ccccc2C(=O)O1 (stereo not drawn)	1.6%
CCN1C(=O)C2C(c3ccccc3F)NC(Cc3ccc(O)cc3)(C(=O)OC)C2C1=O (stereo not drawn)	-5.3%
COc1ccc(NC(=O)CSc2nnc(-c3ccccc3C)n2N)cc1OC	5.9%

Reprinted at random: five entries already listed.
SMILES	mouse EphA4 binding
CCCCOC(=O)C1Cc2ccccc2C(=O)O1 (stereo not drawn)	1.6%
O=C(CC1OC(=O)c2ccccc21)c1ccco1 (stereo not drawn)	1.0%
Cc1nonc1NC(=O)OC1CCCCC1	-8.5%
CCN1C(=O)C2C(c3ccccc3F)NC(Cc3ccc(O)cc3)(C(=O)OC)C2C1=O (stereo not drawn)	-5.3%
Cc1ccc(-c2nn(-c3ccccc3)cc2/C=N/NC(=O)c2ccc3c(c2)OCO3)cc1	-1.8%

(cont.)
SMILES	mouse EphA4 binding
COc1ccc(-c2ccc(C3C(C#N)=C(N)Oc4n[nH]c(C)c43)o2)cc1 (stereo not drawn)	-14.3%
O=C(NCc1cccs1)C1CCC(CNS(=O)(=O)c2cccs2)CC1 (stereo not drawn)	5.1%
CS(=O)(=O)N1CCN(c2ccc(NC(=O)c3ccc(-c4ccc(Cl)cc4)o3)cc2)CC1	-16.6%
COc1ccc(/C=C2/N=C(c3cccc(C)c3)N(c3ccc(O)cc3)C2=O)cc1OC	2.3%
O=C(/C=C/c1ccc2ncccc2c1)c1c(-c2ccccc2)c2cc([N+](=O)[O-])ccc2[nH]c1=O	-2.9%
CCOC(=O)CSc1n[nH]c(NC(=O)c2cccc(C(F)(F)F)c2)n1	2.0%
O=C(CSc1nnc(-c2ccncc2)n1-c1ccccc1)c1ccc(NS(=O)(=O)c2ccccc2)cc1	-10.8%
COc1ccc(C(=O)CSc2nc(C)cc(=O)[nH]2)cc1	-2.7%
COc1ccc(NC(=O)Nc2cccc(C(=O)N3CCOCC3)c2)cc1OC	2.4%
CC(C)(C)c1ccc(C2C3=C(CCCC3=O)NC3=C2C(=O)c2ccccc23)cc1 (stereo not drawn)	-16.4%
Cc1cccc(N(CC(=O)O)S(C)(=O)=O)c1	2.0%
Cc1cccc(OCc2nnc(SCc3cc(=O)n4cc(Br)ccc4n3)o2)c1	15.9%
COc1ccc(-c2noc(-c3ccccc3F)n2)cc1	-14.1%
O=C(CCn1nc(-c2ccc(Cl)cc2)c2ccccc2c1=O)NCCN1CCOCC1	-11.4%
O=C(c1ccccc1S(=O)(=O)NCc1ccccc1)N1CCCCC1	-4.2%
COc1ccc(C2C(C(=O)OC(C)C)=C(C)N=c3s/c(=C\c4ccc(Br)o4)c(=O)n32)cc1 (stereo not drawn)	15.3%
CCN(CC)CCCN(C(C)=O)c1nc(-c2cc(OC)ccc2OC)cs1	-4.2%
O=C(c1csc2ccccc12)N1CCN(c2ccc(Cl)c(Cl)c2)CC1	-9.2%
CCc1nc2ccccc2c(C(=O)OCC(=O)Nc2cccc(S(=O)(=O)N3CCOCC3)c2)c1C	-5.2%
Cc1ccccc1Nc1nnc(C)c(=O)n1N	8.8%
O=C(Nc1ccc(Cl)cc1)N(Cc1cccs1)Cc1cccs1	-1.4%
O=C(c1cccc(F)c1)N1C2C=CC(C2)C1(C(F)(F)F)C(F)(F)F (stereo not drawn)	6.7%
CCOc1ccccc1/C=C1/C(=O)NN(c2ccc(C)c(Cl)c2)C1=O	-1.1%
Cc1ccc2c(c1)[C@@H]1CN(C)CC[C@@H]1N2S(=O)(=O)c1ccc([N+](=O)[O-])cc1	8.4%
CCc1cc2c(=O)c(-c3nc4ccccc4n3C)c(C)oc2c(CN(CC)CC)c1O	-2.4%
O=C1Nc2ccc(F)cc2C12Nc1ccccc1-c1nnc(SCc3ccccc3)nc1O2 (stereo not drawn)	-9.2%
CCCN1/C(=C(/C#N)C2=NS(=O)(=O)c3ccccc32)N(C)c2ccccc21	-6.4%
Cc1nc(NS(=O)(=O)c2ccccc2C)c2c3c(sc2n1)CCC3	-4.5%
CS(=O)(=O)N(CC(=O)N1CCCCC1)c1ccc(Cl)c(C(F)(F)F)c1	11.8%
C=CCNC(=O)C(=O)NCCc1ccc(F)cc1	-17.1%
Cc1noc(C)c1S(=O)(=O)Nc1ccc(C(=O)N2CCc3ccccc3C2)cc1	-8.4%
COC(=O)CSc1nc2ccc(C)cc2[nH]1	-22.5%
Cc1cc(C)nc(NC(=O)CSc2nnnn2-c2ccccc2)n1	-1.2%
CC(=O)Nc1cccc(C(=O)OC(C(=O)c2ccc(C)c(C)c2)c2ccccc2)c1 (stereo not drawn)	-17.8%
COC(=O)c1ccccc1NC(=O)CN(c1ccccc1)S(=O)(=O)c1ccccc1[N+](=O)[O-]	-10.5%
